Assay outcomes from PubChem BioAssay.
Rab9 prom act: qHTS Assay for Rab9 Promoter Activators. Potency, µM (highest dose often 9.22 µM), for the others: at the highest dose activation, negative = inhibition, hits mostly activators. Huh7 Rab9 promoter-luciferase reporter, luminescence, 24 h. 2.8% of 320,000 active; further: % of control where 0% means no effect; nearly all actives have a fitted effect of over 60% in size
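Luminescence read-out: Huh7 cells stably expressing Rab9-luciferase, treated 24 h with compound at 37 °C, then lysed with luciferase reagent for 10 min at ambient before reading.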
MBNL1-CUG inh: qHTS Assay for Inhibitors of MBNL1-poly(CUG) RNA binding; TR-FRET MBNL1-His/biotin-(CUG)12 binding, 665/545 ratio; Potency, µM (titrated, usually from 57.5 µM), for the others: at the highest dose activity change, negative = inhibition, hits mostly inhibitors; 0.036% of 280,000 active; AID 2675, 2010; active means well fitted inhibition curve with a large enough effect in the signal ratio, with a control signal flat, not every such curve was filed as active; inconclusive means small, poorly fitted or top-dose-only effect, or effect the other way, or a change in a side signal; inactive means no such curve, though single readings can be large or run the other way; the % refers to the signal ratio; further: on the % scale 0 is the no-effect control and ±100 the full control effect
Target sequence (Q9NR56 whole entry, looked up): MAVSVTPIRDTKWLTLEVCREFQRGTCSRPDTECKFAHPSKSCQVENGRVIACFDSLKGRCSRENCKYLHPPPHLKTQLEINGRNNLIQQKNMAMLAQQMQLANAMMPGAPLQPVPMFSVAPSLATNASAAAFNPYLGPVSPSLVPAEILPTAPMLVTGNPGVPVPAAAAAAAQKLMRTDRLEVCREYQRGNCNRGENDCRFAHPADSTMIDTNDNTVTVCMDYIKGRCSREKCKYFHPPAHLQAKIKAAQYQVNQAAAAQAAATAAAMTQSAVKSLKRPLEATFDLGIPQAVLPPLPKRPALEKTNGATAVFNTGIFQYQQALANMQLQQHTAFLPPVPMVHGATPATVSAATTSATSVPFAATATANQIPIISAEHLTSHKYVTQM
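Inhibition of protein-RNA binding appears as loss of TR-FRET between terbium anti-His antibody on MBNL1-His and streptavidin-XL665 on biotin-(CUG)12. Activity is normalized to buffer-only and uninhibited-complex controls.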
RORg inh: qHTS for inhibitors of ROR gamma transcriptional activity; 5.4% of 310,000 active; Nuclear receptor ROR-gamma (Mus musculus), P51450; Drosophila S2 Gal4-RORgamma UAS-luciferase reporter, 20 h; Potency, µM (doses to about 53.6 µM), for the others: at the highest dose activity change, negative = inhibition, most hits filed as inhibitors; further: on the % scale 0 is the no-effect control and ±100 the full control effect; nearly all actives have a fitted effect of over 60% in size
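Drosophila S2 cells stably expressing Gal4-DBD/mouse RORγ fusion under metallothionein promoter plus UAS-luciferase; compound 1 h, then 700 uM CuSO4 induction for 20 h at ambient temperature; inhibition read as reduced luminescence.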
VP16 counter: VP16 counterscreen qHTS for inhibitors of ROR gamma transcriptional activity; Potency, µM (titrated, usually from 53.6 µM), without a hit: at the top dose activity, negative = inhibition, usual class: inhibitors; AID 2546, 2010; 3.5% of 310,000 active; Drosophila S2 Gal4-VP16 UAS-luciferase, luminescence, 20 h;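 further: Gal4-VP16 expression switched on by copper sulfate through the metallothionein promoter; on the % scale 0 is the no-effect control and ±100 the full control effect; nearly all actives have a fitted effect of over 50% in size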
NPC1 promoter act: qHTS Assay for NPC1 Promoter Activators; AID 485313, 2010; Potency, µM (highest dose often 9.22 µM), for the others: at the highest dose activation, actives largely listed as activators; Huh7 NPC1 promoter luciferase reporter, 24 h; 2.4% of 320,000 active;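 further: % of control where 0% means no effect; nearly all actives have a fitted effect of over 60% in size; reporter is driven by a mutant NPC1 promoter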
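In 1536-well qHTS, Huh7 cells harboring an NPC1 promoter–luciferase construct received compound for 24 h; activation was quantified by luminescence following luciferase reagent addition.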
FLuc counter: qHTS profiling assay for firefly luciferase inhibitor/activator using purifed enzyme and Km concentrations of substrates (counterscreen for miR-21 project); Luciferin 4-monooxygenase (Photinus pyralis), P08659; purified FLuc, Km substrates, luminescence inhibition; Potency, µM (series often up to 57.5 µM), inactives show at the top dose activity change, negative = inhibition, usual class: inhibitors; 6.9% of 360,000 active; AID 588342, 2011;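 further: plate controls were vehicle for no effect and reference inhibitor for full effect; nearly all actives have a fitted effect of over 55% in size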
Target sequence (P08659 whole entry, looked up): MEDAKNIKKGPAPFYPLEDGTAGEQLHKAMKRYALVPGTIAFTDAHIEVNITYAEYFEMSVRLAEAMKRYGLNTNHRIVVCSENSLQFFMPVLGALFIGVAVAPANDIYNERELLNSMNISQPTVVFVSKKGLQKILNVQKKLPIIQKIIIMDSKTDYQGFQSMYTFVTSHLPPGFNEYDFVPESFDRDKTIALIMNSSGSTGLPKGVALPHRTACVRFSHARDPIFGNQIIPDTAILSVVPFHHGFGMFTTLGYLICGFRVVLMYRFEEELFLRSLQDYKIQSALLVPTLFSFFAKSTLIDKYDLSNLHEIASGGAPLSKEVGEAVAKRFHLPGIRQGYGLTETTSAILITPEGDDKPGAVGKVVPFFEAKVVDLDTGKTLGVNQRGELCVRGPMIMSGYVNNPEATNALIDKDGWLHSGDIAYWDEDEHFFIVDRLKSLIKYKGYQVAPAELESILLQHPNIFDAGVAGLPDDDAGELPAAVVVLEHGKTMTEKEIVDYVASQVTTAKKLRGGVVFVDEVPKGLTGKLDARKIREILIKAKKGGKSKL
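Biochemical qHTS of compounds, final roughly 60 µM downward over six points, against 10 nM purified firefly luciferase using Km concentrations of substrates (10 uM D-luciferin, 10 uM ATP) in Tris acetate pH 7.5 buffer; luminescence output.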
uPA generation: qHTS for Inhibitors of Cell Surface uPA Generation; cell surface uPA generation assay, qHTS; Potency, µM (doses to about 38.3 µM), for inactives: at the highest dose activity change, negative = inhibition, usual class: inhibitors; 0.31% of 330,000 active; active means well fitted inhibition curve with a large enough effect; inconclusive means small, poorly fitted or top-dose-only effect; inactive means no such curve, though single readings can be large or run the other way; tested in mouse RAW 264.7 cells; further: on the % scale 0 is the no-effect control and ±100 the full control effect; nearly all actives have a fitted effect of over 55% in size
p53 reactivator: qHTS assay for re-activators of p53 using a Luc reporter | H1299 p53-A138V BP100-luciferase reporter, luminescence, 24 h | Potency, µM (highest dose often 92.2 µM), for inactives: at the highest dose activity change, positive = activation, most hits filed as activators | 0.063% of 320,000 active | AID 504706, 2011; further: % of control where 0% means no effect; nearly all actives have a fitted effect of over 45% in size
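p53-null H1299 cells stably carrying temperature-sensitive p53-A138V and a BP100-luciferase reporter were pinned with compounds (4-point, 1:5 series) and held 24 hrs at 37 deg C. Luminescence was read 10 min after detection reagent.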
BRCA1 expr act: qHTS Assay to Identify Small Molecule Activators of BRCA1 Expression; MCF7-BRCA1-FFLuc reporter, luminescence, 48 h; response scale: scaled: vehicle 0%, 10 µM genistein 100%; Potency, µM (doses to about 46.1 µM), inactives show at the top dose activation, most hits filed as activators; 1.1% of 380,000 active; AID 624202, 2012; further: nearly all actives have a fitted effect of over 80% in size; some results filed as inactive show a strong effect at the top dose
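Reporter cells (MCF7, BRCA1 promoter-firefly luciferase) received library compounds across a concentration series for 48 h. End-point luminescence was measured and concentration-effect curves derived after normalization.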
ELG1 genotox: qHTS screen for small molecules that induce genotoxicity in human embryonic kidney (HEK293T) cells expressing luciferase-tagged ELG1 | HEK293T ELG1-luciferase reporter, luminescence, 16 h | Potency, µM (series often up to 46 µM), for inactives: at the top dose activity change, positive = activation, actives largely listed as activators | 1.3% of 330,000 active | AID 504466, 2011; further: % of control where 0% means no effect; nearly all actives have a fitted effect of over 60% in size
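16 hr compound incubation (37 °C, 5% CO2) of HEK293T cells carrying luciferase-tagged ELG1; luciferase then measured by ONE-Glo luminescence after 30 min at RT.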
Starred values were filed as active, the others as inactive; ? = inconclusive; · = no result given; [ ] = remark or other dose. Unless noted, the call rests on the fitted dose curve; in most records, active means well fitted curve in the direction sought with a large enough effect; inconclusive means small, poorly fitted or top-dose-only effect, or another doubt; inactive means no such curve, though single readings can be large; an effect the other way counts as inactive or inconclusive. Potency means the concentration at half of the fitted maximal effect.

SMILES	Rab9 prom act	MBNL1-CUG inh	RORg inh	VP16 counter	NPC1 promoter act	FLuc counter	uPA generation	p53 reactivator	BRCA1 expr act	ELG1 genotox
O=C(Nc1ccc2nc(N3CCOCC3)sc2c1)c1ccccc1	3.0%	·	·	·	16.7%	?	2.6%	?	37.7%	4.0%
O=C(c1ccccn1)N(CC1CCCO1)C1(C(=O)NC2CCCCC2)CCCCC1 (stereo not drawn)	2.1%	3.7%	-0.5%	-0.2%	-1.8%	2.3%	-2.2%	-3.9%	-32.5%	-5.7%
CCCC1(c2ccccc2)NC(=O)N(CC(=O)Nc2sc(-c3ccccc3)cc2C(=O)OCC)C1=O (stereo not drawn)	-12.4%	-9.0%	31.2%	-3.3%	-8.3%	-4.8%	-3.1%	9.2%	-15.4%	?
CCNC(=O)CSc1nnc(C2CC2)n1-c1ccccc1	-0.5%	-3.7%	0.4%	-7.3%	-2.9%	3.3%	5.8%	-5.8%	-3.1%	3.3%
CN(C)S(=O)(=O)c1ccc(C(=O)Nc2ccc3ncccc3c2)cc1	21.8%	19.4%	40.9%	-4.8%	22.4%	15.1µM*	-5.2%	-5.4%	12.6µM*	?
O=C(CSc1nc(N2CCCCC2)nc(N2CCCCC2)n1)N1CCc2ccccc21	1.3%	1.6%	-7.2%	-1.4%	2.6%	0.9%[2.3 µM]	·	1.5%	·	-0.3%
COc1ccc(-c2noc(C3CCCN(C(=O)Nc4ccccc4)C3)n2)cc1 (stereo not drawn)	0.3%	3.7%	-10.3%	-11.6%	-1.9%	-0.3%	1.1%	0.0%	?	4.7%
C=C1CCN([C@H](C(=O)Nc2ccc(OC)cc2)C(C)C)S(=O)(=O)c2ccccc21	2.2%	0.1%	-0.6%	2.7%	-4.7%	2.9%	12.4%	2.6%	-3.8%	-0.1%
O=C(COc1ccccc1/C=C\c1nc(O)c([N+](=O)[O-])c(=O)[nH]1)Nc1ccccc1	17.6%	-4.7%	-0.2%	5.0%	1.3%	?	1.1%	7.1%	10.6%	-3.8%
CCCCN(CC)Cc1c(C)[nH]c2c(ccc3ccccc32)c1=O	-1.0%	-13.9%	10.8%	0.6%	-2.4%	-5.6%	-3.6%	8.3%	-31.5%	2.1%
NCCCCCc1cn(CC(=O)NCCCCCCCCCCC(=O)N2CCNCC2)nn1	6.4%	·	·	·	12.0%	-7.4%	?	14.1%	61.4%	3.9%
O=C1CCCN1CCCNS(=O)(=O)c1cccc(F)c1	11.7%	-0.2%	6.6%	0.8%	-3.5%	-2.2%	-1.8%	4.4%	-9.2%	-0.5%
Oc1ccccc1C=NC1=NN(c2cccc(C(F)(F)F)c2)CC1	16.8%	-1.5%	?	4.9%	-1.7%	-15.7%	-10.2%	6.5%	-28.3%	4.1%
O=C(NCCCN1CCOCC1)c1cc2ccccc2o1	-1.6%	0.6%	0.5%	9.7%	0.5%	-1.0%	6.4%	13.4%	3.4%	4.7%
Cc1ccc(C)c(NC(=O)COC(=O)CNC(=O)c2ccccc2Cl)c1	-3.1%	-0.9%	0.1%	13.4%	-4.3%	1.2%	4.0%	-2.4%	-2.6%	2.7%
Cc1ccc(S(=O)(=O)NC(=O)Nc2ccc(C)cc2C)cc1	0.5%	-12.4%	3.8%	0.9%	-0.8%	4.5%	0.0%	3.2%	4.9%	1.6%
CCOC(=O)Cc1nn(C(C)C)c(=O)c2ccccc12	-0.6%	-2.0%	-4.0%	-27.5%	-3.4%	0.0%	·	-2.5%	-16.1%	0.0%
O=S(=O)(c1ccccc1)N1CCN(S(=O)(=O)N2CCCCCC2)CC1	-14.4%	-2.5%	3.5%	-2.5%	-3.7%	2.5%	-8.3%	-0.7%	-12.6%	-7.1%
Cc1ccc(S(=O)(=O)N2CCN(C)CC2)cc1	3.4%	8.9%	-35.3%[1.91 µM]	-7.6%	-1.2%	-3.8%	14.2%	28.3%	12.7%	-1.7%
COc1ccc(NC(=S)NC(NC(=O)c2cccc3ccccc23)C(Cl)(Cl)Cl)c([N+](=O)[O-])c1 (stereo not drawn)	-0.3%	?	0.9%	-2.7%	-2.3%	1.7%	-7.0%	1.8%	-57.3%	-15.7%
O=S(=O)(CCN1CCN(C(c2ccccc2)c2ccccc2)CC1)C(F)(F)F	5.2%	-2.1%	?	15.8µM*	-0.4%	5.1%	-10.9%	?	0.7%	7.2%
O=C(Nc1ccc(N2CCOCC2)cc1)C1(c2ccc(Cl)cc2)CCC1	1.5%	1.9%	?	16.1%	0.7%	2.6%	-0.8%	-4.6%	-14.0%	-3.1%
Cn1c(CNC(=O)CCNC(=O)c2cccc(Br)c2)cc(=O)n(C)c1=O	-1.0%	-1.8%	-7.8%	2.6%	-1.0%	0.1%	0.0%	-0.4%	5.5%	4.7%
CCc1nc(CNC(=O)C2CCC(=O)N(Cc3cccc(OC)c3)C2)no1 (stereo not drawn)	3.2%	1.2%	-0.5%	-2.1%	-5.9%	5.2%	-2.2%	10.3%	13.5%	3.1%

The last two records of the section above come first, to join the parts.
SMILES	Rab9 prom act	MBNL1-CUG inh	RORg inh	VP16 counter	NPC1 promoter act	FLuc counter	uPA generation	p53 reactivator	BRCA1 expr act	ELG1 genotox
Cn1c(CNC(=O)CCNC(=O)c2cccc(Br)c2)cc(=O)n(C)c1=O	-1.0%	-1.8%	-7.8%	2.6%	-1.0%	0.1%	0.0%	-0.4%	5.5%	4.7%
CCc1nc(CNC(=O)C2CCC(=O)N(Cc3cccc(OC)c3)C2)no1 (stereo not drawn)	3.2%	1.2%	-0.5%	-2.1%	-5.9%	5.2%	-2.2%	10.3%	13.5%	3.1%
CCOC(=O)Cn1c(=O)oc2cc(S(=O)(=O)N(C)Cc3ccco3)ccc21	1.6%	-6.9%	20.9%	8.4%	-3.5%	10.4%	7.3%	-2.5%	2.0%	2.0%
CCOCCOC(=O)c1ccc(-n2cnc(C)n2)nc1	-5.4%	-3.9%	0.5%	-8.5%[10 µM]	-5.1%	2.3%	-2.3%	-2.1%	-7.0%	-2.0%
COC(=O)c1ccc(COc2ccc3c(C)c(C)c(=O)oc3c2C)o1	?	-11.0%	32.4%	1.9%	?	4.78µM*	3.9%	-0.6%	10.6%	6.8%
CC1Cc2ccccc2N1S(=O)(=O)c1cccc(C(=O)NCc2ccccn2)c1 (stereo not drawn)	0.5%	·	·	·	0.9%	·	0.7%	1.5%	-13.3%	-3.6%
COCCN1C(=O)C(CC(=O)Nc2ccc(C(=O)O)cc2)SC1=Nc1ccccc1 (stereo not drawn)	-6.0%	-10.5%	-31.0%	22.8%	-0.2%	-7.3%	2.0%	0.2%	-17.2%	1.1%
COC(=O)c1ccc(NC(=S)N2CCN(CCO)CC2)cc1	6.8%	-3.9%	2.6%	4.3%	0.6%	-3.6%	1.7%	23.6%	-4.0%	3.9%
CCOC(=O)CC(=O)CSc1nnc2c(n1)[nH]c1ccccc12	9.4%[1.84 µM]	?	-6.1%	-7.4%	21.6%	?	-4.3%	?	47.4%	2.9%
Cc1cc(SCC(=O)Nc2ccc3[nH]c(=O)[nH]c3c2)nc2ccccc12	·	·	·	·	·	·	-7.2%	10.7%	-8.6%	1.7%
COc1ccc(-c2csc(NC(=O)c3ccc(OCC(=O)N4CCOCC4)c(OC)c3)n2)cc1	10.7%	116.0%[activator]	?	-6.2%	-0.5%	16.9µM*	-14.2%	24.4%	-58.6%	-10.6%
COc1ccc(Cc2[nH]n3c(=O)cc(C(C)C)nc3c2-c2ccccc2)cc1	-42.0%[inhibitor]	-0.8%	3.55µM*	10µM*	-20.0%	-6.6%	-17.7%	10.4%	-78.7%	-7.1%
COc1ccc2c(c1)Cc1sc(NC(=O)c3cccnc3)nc1-2	15.5%	-14.4%	?	?	-0.1%	?	0.2%	-5.7%	0.0%	-4.8%
Cc1ccc(NC(=O)c2cnccn2)cc1S(=O)(=O)N1CCCCCC1	·	·	·	·	·	·	2.2%	-8.9%	-14.8%	-4.1%
CC(C)(C)c1ccc(OCCCC(=O)Nc2ccc(S(N)(=O)=O)cc2)cc1	-4.0%	-9.5%	-3.1%	-2.0%	-6.1%	-13.8%	4.3%	6.0%	6.4%	-7.4%
Cc1cc(Nc2ccccc2C(=O)O)n(-c2ccc([N+](=O)[O-])cc2)n1	-1.2%	?	24.5%	-7.8%	-4.1%	3.2%	5.8%	-2.3%	5.3%	-3.4%
Cc1cc(=O)[nH]c(Nc2cccc(C(F)(F)F)c2)n1	-3.7%	-10.1%	-1.3%[10 µM]	-14.8%	15.1%	-0.1%	5.7%	7.8%	-20.7%	-21.3%
C#CC1(NC(=O)NS(=O)(=O)c2ccc(C)cc2)CCCCC1	0.3%	6.4%	19.0%	-2.2%	-5.5%	-1.7%	-13.9%	-3.4%	5.4%	-5.7%
Cc1nn(C)cc1/C=N\NC(=O)c1ccc(Cn2cc(Cl)cn2)cc1	-1.3%	11.5%	-43.0%	10.7%	-2.3%	?	-5.4%	6.6%	0.4%	-0.3%
